Source: PubChem BioAssay
EPAC2 agonist – activates human EPAC2 exchange factor; 0.079% of 360,000 active; AID 720711; Q8WZA2; EPAC2 activation, biochemical qHTS; response scale: 100% = 6.5 mM cAMP response; Potency, µM (titrated, usually from 154 µM), without a hit: at the highest dose activation, usual class: activators; note: potency is the fitted concentration of half-maximal effect; nearly all actives have a fitted effect of over 50% in size
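Guanine nucleotide exchange by EPAC2 is measured as reduced fluorescence of BODIPY-GDP once it is released from 250 nM Rap1B. Plates are read kinetically for 30 min at room temperature; results are scaled to 6.5 mM cAMP.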
FUS yeast rescue – FUS proteinopathy suppression in yeast; S. cerevisiae FUS-expressing, growth rescue, OD600, 24 h; Potency, µM (highest dose often 76.6 µM), without a hit: at the highest dose growth rescue (activation), most hits filed as activators; 0.24% of 390,000 active; AID 1347120;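 note: potency is the fitted concentration of half-maximal effect; plate controls were DMSO vehicle for no effect and reference control for full effect; nearly all actives have a fitted effect of over 55% in size; some results filed as inactive show a strong effect at the top dose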
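Compound concentration series was pinned onto galactose-induced FUS-expressing yeast seeded at OD 0.005. Plates sat 24hr at 30C; absorbance at 600 nm gave growth. DMSO served as background control.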
aSyn yeast inh – inhibitors of alpha-synuclein toxicity in yeast. Yeast expressing alpha-synuclein, growth rescue, BacTiter-Glo, 24 h. Potency, µM (titrated, usually from 46.1 µM), for inactives: at the top dose growth rescue (activation), hits mostly activators. 0.14% of 370,000 active; note: potency is the fitted concentration of half-maximal effect; % of control where 0% means no effect; nearly all actives have a fitted effect of over 65% in size
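Readout is rescue of growth in alpha-synuclein-expressing yeast, so inhibitors of toxicity appear as activators. Growth after 24 hr at 30 deg C in galactose medium is quantified by luminescence.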
DRD3 agonist – activates the human D3 dopamine receptor | P35462 | D3R DiscoveRx beta-arrestin cells, luminescence, 90 min | max activation, % | 0.58% of 410,000 active; in the data active = max activation above about 30%; note: 0% is about no effect; mostly tested at two doses, the higher about 12 µM
Target sequence (P35462 whole entry, looked up): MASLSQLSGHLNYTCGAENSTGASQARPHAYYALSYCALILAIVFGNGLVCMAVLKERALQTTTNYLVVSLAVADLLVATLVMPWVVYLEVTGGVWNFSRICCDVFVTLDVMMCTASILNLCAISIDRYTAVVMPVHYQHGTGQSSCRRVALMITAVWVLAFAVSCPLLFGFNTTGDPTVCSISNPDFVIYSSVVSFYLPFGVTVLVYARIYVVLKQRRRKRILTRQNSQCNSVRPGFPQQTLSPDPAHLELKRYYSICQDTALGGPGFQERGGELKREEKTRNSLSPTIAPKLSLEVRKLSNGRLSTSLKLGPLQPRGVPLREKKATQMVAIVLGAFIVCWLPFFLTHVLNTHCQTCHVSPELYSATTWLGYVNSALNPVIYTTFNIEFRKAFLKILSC
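Agonist-mode cell screen: cells plated at 1500/well and incubated overnight at 37 °C, then exposed to library compounds for 90 min at 37 °C. Detection reagent was added for 30–60 min at room temperature, and luminescence was read.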
EPAC2 antag – blocks human EPAC2 exchange factor. Potency, µM (titrated, usually from 114 µM), without a hit: at the top dose activity, negative = inhibition, most hits filed as inhibitors. 0.18% of 360,000 active. Q8WZA2. EPAC2 GEF exchange of Rap1B-BODIPY-GDP, fluorescence; note: potency is the fitted concentration of half-maximal effect; % is set by controls: 0 for no effect and ±100 for the full control effect; nearly all actives have a fitted effect of over 45% in size; many of its hits are not listed in these tables
Abeta rescue – A-beta toxicity reversal in yeast; yeast expressing A-beta42, growth rescue, OD600, 48 h; response scale: 0% DMSO, 100% iron-clioquinol control; Potency, µM (highest dose often 46.1 µM), for the others: top-dose growth rescue, hits mostly activators; AID 1347071; 0.063% of 410,000 active; note: potency is the fitted concentration of half-maximal effect; nearly all actives have a fitted effect of over 55% in size
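Yeast growth medium received pinned compounds, then yeast cells expressing toxic A-beta were added; plates incubated at 30 C for 48 hr. Growth read as absorbance at 600 nm, normalized to DMSO and equimolar FeCl3 plus clioquinol controls.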
DRD3 antagonist – antagonists of human D3 dopamine receptor; P35462; 2.5% of 360,000 active; max response, negative = inhibition, %; AID 652054; D3R cells, DiscoveRx beta-arrestin luminescence, antagonist mode; active compounds read low; in the data active = max response below about -50%; inconclusive = no clear call, values can overlap the other calls; note: % is set by controls: 0 for no effect and ±100 for the full control effect; mostly tested at two doses, the higher about 12 µM
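Cells expressing the human receptor were seeded at 1500 cells/well, incubated overnight at 37 degrees C in 5% CO2, then exposed to library compounds with dopamine controls for 90 minutes at 37 degrees C before luminescent detection.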
TDP43 rescue – rescues yeast growth from TDP-43 toxicity; TDP-43 expressing yeast growth rescue, BacTiter-Glo, 24 h; Potency, µM (top dose mostly 46.1 µM), inactives show at the highest dose growth rescue (activation), most hits filed as activators; 1.8% of 410,000 active; AID 652104; note: potency is the fitted concentration of half-maximal effect; % of control where 0% means no effect; nearly all actives have a fitted effect of over 50% in size
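In this qHTS, compounds that restore growth of yeast expressing TDP-43 appear as activators. Cells (OD600=0.02, galactose medium, raffinose-pregrown) are incubated with compound 24 hr at 30 deg C and growth is quantified by BacTiter-Glo.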
* hit, by the source's call; ? = inconclusive; · = not tested or not shown; & = joins results of further samples; ! = a repeat was not active; [ ] = remark or other dose. Unless noted, calls come from the whole dose curve; as a rule, active = well fitted curve in the direction sought with a large enough effect; inconclusive = small, poorly fitted or top-dose-only effect, or another doubt; inactive = no such curve, though single readings can be large; an effect the other way counts as inactive or inconclusive. Only part of the results is shown; count on the stated rates, not on these rows.

Values run as follows: EPAC2 agonist	FUS yeast rescue	aSyn yeast inh	DRD3 agonist	EPAC2 antag	Abeta rescue	DRD3 antagonist	TDP43 rescue
Cc1ccc(-c2c(C(=O)N3CCOCC3)oc(=O)c3ccccc23)cc1
    10%	12%	2%	-3	3%	-12%	-10	0%
CCCc1cc(-c2n[nH]c(=S)n2Cc2ccccc2)cs1
    10%	25%	7%	-20	-3%	-12%	?	0%
C=CC1CN(CC(=O)OC)S(=O)(=O)c2ccccc21 (stereo unspecified)
    3%	-30%	5%	9	17%	-11%	-8	0%
Cc1c(NC2=NC3(CCCCC3)Cc3ccccc32)c(=O)n(-c2ccccc2)n1C
    -3%	17%	-9%	3	-12%	-4%	4	-10%
CC(C)n1c(SCC(=O)Nc2ccccc2N2CCCCC2)nc2c1c(=O)n(C)c(=O)n2C
    11%	-21%	2%	1	-1%	3%	5	-9%
CC(C)CN1CCNC(=O)C1CC(=O)NCCc1cnn(-c2ccccc2)c1 (stereo unspecified)
    -1%	16%	-1%	-20	6%	-13%	-23	0%
COc1ccc(CN2CC(C(=O)NCCCN3CCCC(C)C3)CC2=O)cc1 (stereo unspecified)
    -3%	-23%	0%	1	16%	2%	11	1%
Cc1nc(Nc2cccc(C(C)O)c2)c2nnn(Cc3ccc(F)cc3)c2n1 (stereo unspecified)
    2%	7%	7%	3	-2%	1%	-3	5%
CCOC(=O)c1cc(OC(=O)c2ccccc2C)n(-c2ccccc2)n1
    ·	7%	-32%[inhibitor]	1	·	-22%	·	?
Cc1ccc(CCC(=O)Nc2ncc(Cc3cccc(Cl)c3Cl)s2)o1
    -3%	·	2%	20	5%	11%	3	14%
CC1(C)CC(=O)C=C(NNC(=O)c2ccccc2)C1
    4%	5%	-22%	-1	0%	-4%	?	-4%
Cc1ccc(/C=N/NC(=O)C(NC(=O)c2ccccc2)c2n[nH]c(=O)c3ccccc23)cc1 (stereo unspecified)
    8%	7%	3%	6	5%	13%	21	2%
O=c1[nH]c2ccccc2cc1CN(CC1CCCO1)S(=O)(=O)c1ccccc1 (stereo unspecified)
    8%	12%	3%	8	0%	8%	20	-8%
CC(C)CC1Nc2ncnc(N3CCN(c4ccccn4)CC3)c2N(Cc2ccc(Br)cc2)C1=O (stereo unspecified)
    2%&8%	?	0%&12%	-45&-21	8%&-9%	-8%&1%	-99*!	-18%&-18%
Cc1cc(C)n2nc(C(=O)Nc3ccc4c(c3)CCC4)nc2n1
    -5%	-5%	7%	5	17%	-15%	-1	-21%

Continuation:
Values run as follows: EPAC2 agonist	FUS yeast rescue	aSyn yeast inh	DRD3 agonist	EPAC2 antag	Abeta rescue	DRD3 antagonist	TDP43 rescue
O=S(=O)(c1ccccc1)N1CCC2(CC1)OCCN2S(=O)(=O)c1cccs1
    8%	7%	12%	2	5%	0%	6	-3%
NC(=O)C1CCN(C(=S)NC2CC3C=CC2C3)CC1 (stereo unspecified)
    11%	36%	-7%	-15	5%	0%	-2	-17%
CC(=O)c1nnn(-c2ccc([N+](=O)[O-])cc2)c1C
    8%	-30%	-3%	0	7%	-7%	0	-4%
COc1cc(NCC2COc3c(ccc(OC)c3OC)C2=O)c([N+](=O)[O-])cc1OC (stereo unspecified)
    0%	-3%	2%	-7	-9%	-20%	0	0%
CC(C)N1C2OC(C3OC4C(O3)N(C(C)C)S(=O)(=O)N4C(C)C)OC2N(C(C)C)S1(=O)=O (stereo unspecified)
    -3%	9%	7.1µM*	0	0%	-75%[inhibitor]	20	?
COc1ccc(C(=O)Nc2c(N)nc(SCC(=O)NCC3CCCO3)[nH]c2=O)cc1OC (stereo unspecified)
    2%	17%	-1%	1	9%	-11%	2	6%
Cc1cccc(C(=O)Nc2ccc(C(=O)Nc3ccc(O)cc3)cc2)c1
    -6%	6%	0%	-1	-2%	4%	-18	9%
CC1(C(=O)Nc2cccnc2)Cc2c(-c3cccc(C(F)(F)F)c3)ccnc2O1 (stereo unspecified)
    2%	17%	3%	-11	-13%	-1%	-6	24%
COc1ccccc1N1CCN(C(c2ccc(Cl)cc2)c2nnc(-c3cccc(F)c3)o2)CC1 (stereo unspecified)
    ·	?	·	-5	·	31%	·	28%
Cc1c(CN(C)C(=O)c2cc(-c3ccccc3)nc3ccc(Br)cc23)cnn1C
    ·	39%	·	4	·	3%	·	0%
COCCNC(=O)C1CCN(c2nc3ccccc3nc2C(F)(F)F)CC1
    ·	1%	·	10	·	-22%	·	0%
CN1C(=O)c2ccccc2Sc2ccc(NC(=O)c3ccccc3F)cc21
    ·	-2%	·	-13	·	2%	·	18µM*
CC(C)(C)c1ccc(OCCC(=O)NC2=NCCS2)cc1
    -6%	18%	-12%	3	-5%	-19%	8	2%
Cc1cnc(C(=O)N(c2ccccc2)C(c2ccccc2)c2nc3ccccc3[nH]2)cn1 (stereo unspecified)
    0%	8%	-1%	7	-14%	-7%	7	14%
O=C(O)c1ccc(NS(=O)(=O)c2ccc3c(c2)OCCCO3)cc1
    0%	-1%	-4%	3	2%	5%	-1	-5%

Next records
Values run as follows: EPAC2 agonist	FUS yeast rescue	aSyn yeast inh	DRD3 agonist	EPAC2 antag	Abeta rescue	DRD3 antagonist	TDP43 rescue
CCN(CC)CCn1nc(C)nc1-c1ccccc1O
    7%	?	-13%	-23	-15%	-28%	-19	-15%
COC(=O)c1c(NC(=O)Cc2ccccc2)sc(C)c1C
    -84%[15.6 µM]	-22%	6%	-3	-29%	19%	0	-8%
N#Cc1ccc(-c2nc3ccccc3c(=O)n2O)cc1
    -8%	-17%	?	-5	8%	-42%[inhibitor]	4	9%
N=C1C(c2ccccc2)=C(O)CN1c1cccc2ccccc12
    -5%	2%	-6%	5	2%	-2%	14	-1%
O=S(=O)(NCc1ccccn1)c1cccc2nsnc12
    2%	-17%	-14%	4	24%	5%	20	7%
CN(C(=O)c1ccc2c(c1)N(Cc1cccc(Cl)c1)C(=O)c1ccccc1S2=O)C1CCCCC1 (stereo unspecified)
    ·	33%	·	-8	·	-28%	·	-3%
Cc1c(NS(=O)(=O)c2ccc(Br)s2)c(=O)n(-c2ccccc2)n1C
    4%	-36%	1%	5	3%	16%[9.22 µM]	-24	10%
O=C(Cn1cnc2c(nnn2Cc2ccc(F)cc2)c1=O)Nc1cccc(F)c1
    5%	3%	?	-8	3%	4%	3	10%
COc1ccc(C2CCCCCN2C(=O)C2CCN(S(=O)(=O)c3ccc(C)cc3)CC2)cc1 (stereo unspecified)
    13%	21%	4%	3	-11%	12%	28	-2%
CC12CCC(C(=O)N(Cc3ccccc3)Cc3ccccc3)(OC1=O)C2(C)C (stereo unspecified)
    6%	15%	-14%	-9	-6%	-37%[inhibitor]	-15	-9%
O=C(CN1C(=O)COc2ccccc21)N1CCCC1
    5%	0%	-1%	-9	8%	-5%	-7	-8%
CC(C)[C@H](NC(=O)c1ccc(F)cc1)C(=O)OCC(=O)NC(=O)c1cccn1C
    -6%	12%	10%	1	-10%	0%	7	3%
CC(=O)c1ccc(NC(=O)c2ccc([N+](=O)[O-])o2)cc1
    5%	-3%	-53%[inhibitor]	1	-5%	-94%[inhibitor]	0	16µM*
CCOc1ccc(N(C)S(=O)(=O)c2ccc(-c3cc(C)no3)s2)cc1
    23%	-3%	3%	-5	-6%	·	12	18%
CCOC(=O)C1=CN(Cc2cccc(F)c2)S(=O)(=O)N(C)C1c1cccc(OC)c1 (stereo unspecified)
    6%	15%	-13%	37*	-7%	-7%	29	8%

Following part
Values run as follows: EPAC2 agonist	FUS yeast rescue	aSyn yeast inh	DRD3 agonist	EPAC2 antag	Abeta rescue	DRD3 antagonist	TDP43 rescue
O=C(NN1CCOCC1)c1cccc(Cl)c1
    1%	-20%	0%	-4	-1%	10%	6	11%
NC(=O)[C@@H]1CCCNc2c(F)cc([N+](=O)[O-])cc2C(=O)N[C@@H](CCC(=O)O)C(=O)N[C@@H](CO)C(=O)N1
    9%	-14%	0%	1	-4%	9%	26	21%
CCOc1ccc(OCC)c(NC(=O)CCNS(=O)(=O)c2cc(Br)cnc2N)c1
    9%	35%	-3%	-9	-4%	3%	-20	-10%
CCOc1ccc(C(=O)NNC(=O)c2cc(C)oc2C)cc1
    -2%	4%	1%	5	4%	10%	0	22%
CC(Sc1nnc2ccccn12)C(N)=O (stereo unspecified)
    2%	-4%	17%	2	8%	6%	13	2%
Cc1nc2c(-c3ccc(F)cc3)c(C)nn2c(C)c1CCC(=O)N1CCC(Cc2ccccc2)CC1
    9%	?	?	0	-10%	-10%	0	20%
Cc1cccc(C(=O)N2CCC[C@H]2C(=O)N2CCC[C@H]2C(=O)NCc2ccncc2)c1
    7%	-6%	-1%	1	7%	-2%	3	16%
Cc1c(C)n(CCc2ccccc2)c2ncnc(NN)c12
    8%	18%	2%	5	-15%	9%	-8	1%
COC(=O)[C@]1(CC(C)C)N[C@H](c2ccc(SC3CCCCC3)c(OC)c2)[C@@H]2C(=O)N(C)C(=O)[C@@H]21
    -2%	?	7%	-9	0%	23%	-22	-6%
CC(C)SCc1nc2ccccc2[nH]1
    10%	-21%	2%	2	-2%	10%	11	16%
Cc1csc(-c2nc3ccccc3n2C(C(=O)NC(C)(C)C)c2cc3ccccc3o2)c1 (stereo unspecified)
    1%	?	4%	2	-20%	2%	1	16%
CC(=O)N/C(=N\c1nc(C)cc(C)n1)Nc1ccccc1Cl
    4%	0%	-2%	-5	-2%	-20%	-7	-2%

Two records picked at random from the list so far:
Values run as follows: EPAC2 agonist	FUS yeast rescue	aSyn yeast inh	DRD3 agonist	EPAC2 antag	Abeta rescue	DRD3 antagonist	TDP43 rescue
Cc1cccc(C(=O)N2CCC[C@H]2C(=O)N2CCC[C@H]2C(=O)NCc2ccncc2)c1
    7%	-6%	-1%	1	7%	-2%	3	16%
O=C(NN1CCOCC1)c1cccc(Cl)c1
    1%	-20%	0%	-4	-1%	10%	6	11%
